Bioassay records deposited in PubChem by several laboratories.
IDE cell activ – IDE (human) activation, cell-based; 340,000 compounds, 0.073% hits; P14735; HEK cells, FAbeta-B cleavage, fluorescence polarization; 0% vehicle, 100% cell-free pure enzyme wells; activation, % at 5.96 µM;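 active = activation above the mean of all tested compounds plus 3 SD, set per screening campaign, cut at about 17% in these data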
NS3 helicase inh – blocks Hepatitis C virus NS3 helicase unwinding. inhibition, % at 10.9 µM. 290,000 compounds, 0.56% hits. NS3 helicase DNA unwinding, Cy5 molecular beacon fluorescence;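 active = inhibition above the mean of all tested compounds plus 3 SD, set per campaign, cut at about 35% in these data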;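 note: 0% = DMSO wells and 100% = thioflavine S control wells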
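System: NS3 helicase fragment of HCV / Schedule: 1 h at 25 °C / Control set: DMSO alone as 0% and 110 µM thioflavine S as 100% / Reagent: Cy5/quencher beacon DNA duplex and ATP to start / Technique: Cy5 fluorescence / Replication: singlicate / Evaluation: % inhibition of end-to-start signal ratio versus controls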
VIM-2 inh – blocks Pseudomonas aeruginosa VIM-2 metallo-beta-lactamase; purified VIM-2, nitrocefin hydrolysis, epi-absorbance fluorescence; inhibition, % at 5.6 µM; 290,000 compounds, 0.89% hits; AID 1527;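 active = inhibition above the mean of all tested compounds plus 3 SD, cutoff set per screening run, cut at about 7.5% in these data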;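 note: red hydrolysis product quenches plate fluorescence so inhibitors raise well fluorescence; 0% = enzyme with DMSO and 100% = DMSO without enzyme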
IDE cell inh – inhibits human insulin-degrading enzyme in HEK cells. FAbetaB cleavage, fluorescence polarization. inhibition, % at 5.59 µM. 320,000 compounds, 0.41% hits;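 active = percent inhibition above the average of all tested compounds plus 3 SD, set per screening campaign, cut at about 16% in these data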;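 note: IDE supplied by intact live HEK cells; FP after avidin binding of uncleaved biotin substrate so inhibition keeps polarization high; 0% = DMSO wells and 100% = 60 µM reference IDE inhibitor Ii1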
M18AAP inhibitor – blocks P. falciparum M18 aspartyl aminopeptidase; recombinant PfM18AAP, H-Glu-NHMec fluorogenic cleavage; inhibition, % at 7.35 µM; 290,000 compounds, 1.2% hits;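 active = inhibition above the campaign mean inhibition over all tested compounds plus 3 SD, cut at about 28% in these data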;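 note: 0% = plate median of test compound wells and 100% = 2 mM ZnCl2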
SUMO HTRF inh – blocks human SUMOylation mediated by UBC9; inhibition, % at 35 µM; 290,000 compounds, 0.36% hits; HTRF SUMOylation assay, SAE1/SAE2 + UBC9, in vitro; in the data active = inhibition above about 50%, passing the limit was not always enough; note: strong numbers were not always called active
Target sequence (P63279 whole entry, looked up): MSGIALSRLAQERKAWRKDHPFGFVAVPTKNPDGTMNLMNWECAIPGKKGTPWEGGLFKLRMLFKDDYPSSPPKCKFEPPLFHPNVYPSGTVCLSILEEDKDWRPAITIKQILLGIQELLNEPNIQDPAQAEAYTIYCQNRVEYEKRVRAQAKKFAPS
IMP-1 inh – inhibitors of Pseudomonas aeruginosa IMP-1 metallo-beta-lactamase | inhibition, % at 5.6 µM | AID 1556 | purified IMP-1, nitrocefin hydrolysis, epi-absorbance fluorescence | 290,000 compounds, 0.45% hits;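 active = inhibition above the mean plus 3 SD of all compounds in the same screening run, cut at about 4.5% in these data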;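 note: 0% = IMP-1 with DMSO and 100% = DMSO wells lacking enzyme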
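Material – recombinant IMP-1 enzyme, purified · Amount – IMP-1 0.2 nM before substrate addition · Medium – HEPES buffer pH 7.1 with ZnSO4 and Brij 35 · Timing – 25 °C, 15 min preincubation, 25 min reaction · Measured by – plate fluorescence quenching by hydrolysis product, ex 480/em 530 nm · Read-out – percent enzyme inhibition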
DNA FID counter – displaces DNA intercalator in HCV helicase counter-screen. inhibition, % at 7.9 µM. DNA fluorescent intercalator displacement, fluorescence. 290,000 compounds, 0.17% hits. AID 1845; in the data active = inhibition above about 37%;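 note: 0% = vehicle and 100% = reference compound; higher means more ethidium bromide displaced from hairpin DNA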
p-CIP stab down – p/CIP protein destabilization; F442A p/CIP-EGFP cells, EGFP fluorescence, 16 h; Q05BA5; decrease of EGFP signal, % at 10 µM; 290,000 compounds, 0.01% hits;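 active = EGFP signal decrease of at least 30% at 10 µM or well 3 SD below plate mean, unless failing retest; inactive = the rest, including hits failing retest or dose response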; note: some compounds called inactive have numbers as strong as hits; many of its hits are not listed in these tables
An asterisk follows results filed as active; / = not tested or not shown.

SMILES	IDE cell activ	NS3 helicase inh	VIM-2 inh	IDE cell inh	M18AAP inhibitor	SUMO HTRF inh	IMP-1 inh	DNA FID counter	p-CIP stab down
CC(=O)N1CCN(CCN2C(C)=CC(=C(C#N)C#N)C=C2C)CC1	6	-5	-4.5	1	-1	11	0.3	7	0
CC(C)CCNC(=O)c1csc2c1CCCCC2	0	10	-3.5	2	-1	4	-3.7	-21	-4
CNC(=O)COc1ccc(Nc2nnc(C)c3ccccc23)cc1	/	-6	-3.0	4	2	9	-2.2	-6	-3
CN(C(=O)CN1CCN(c2ccccc2F)CC1)C1CCCc2ccccc21 (configuration not stated)	1	-9	-2.3	1	4	3	-4.3	-25	-4
CC(C)NS(=O)(=O)c1ccc(OCC(=O)NCc2cccnc2)cc1	2	-2	-1.4	3	-5	-6	-2.9	-2	6
O=C(CSc1nc2ccccc2o1)c1ccc2c(c1)OCCO2	-3	6	-1.1	1	-7	-8	0.3	-1	0
CC(OC(=O)c1cc(S(=O)(=O)N(C)C)ccc1N1CCCC1)C(=O)NCc1ccccc1 (configuration not stated)	4	1	-1.6	0	3	4	-2.8	-46	-16
CNC(=O)Nc1ccc(Cn2cc(C(F)(F)F)ccc2=O)cc1	5	-13	1.3	-4	2	-11	-0.6	-1	11
CC1CCCN(C(=S)SCC(=O)O)C1 (configuration not stated)	3	0	-0.8	3	6	-6	-1.9	2	-4
O=C(CN1C(=O)NC2(CCc3ccccc3C2)C1=O)Nc1ccc(Cl)cc1F (configuration not stated)	4	-1	-1.0	4	5	19	-3.7	-11	-4
CCOc1ccccc1CNC(=O)CN1C(=O)CSc2ccc(S(=O)(=O)N3CCOCC3)cc21	5	-5	-1.4	-1	2	8	0.1	-35	-3
CCOC(=O)Nc1sc(C(=O)N(C)C)c(C)c1C(=O)OCC	1	2	-2.2	6	0	-13	-1.5	-17	-18
Cc1csc(-c2cccnc2)n1	4	1	1.9	2	-13	-6	-1.4	-3	-5
CCN(CC)CCn1c(NS(=O)(=O)c2ccc(Cl)cc2)nc2ccccc21	0	-4	-1.1	-6	-6	10	-2.2	-4	0
COc1ccc(C(C)=O)cc1COc1ccc(F)cc1	3	-9	0.1	-8	-9	9	0.6	-10	3
CC(C)CCOc1ccccc1C(N)=O	-2	-1	-1.4	0	-3	-4	-0.7	-8	-5
COCC(=O)N1CCC(Oc2ccc(C(=O)NCc3cc(C)n(C)n3)cc2)CC1	1	-3	-1.5	/	-1	4	-1.4	-17	3
O=C(Cn1nc(-c2ccc(Cl)cc2)c2ccccc2c1=O)NCC1CCCO1 (configuration not stated)	3	10	-0.7	-2	0	18	-1.3	-15	-13
COc1ccc2c(C(=O)CN3CC(C)OC(C)C3)c[nH]c2c1 (configuration not stated)	4	-2	-1.9	5	-3	15	-3.0	2	-4
O=C(COC(=O)/C=C/c1ccc(F)cc1)NCc1ccco1	4	2	0.4	3	-5	19	0.2	-7	-11
Cc1ccc(S(=O)(=O)c2nc(S(C)(=O)=O)sc2N2CCN(C)CC2)cc1	-1	19	-2.5	4	8	0	-1.2	1	-15
O=C(CCl)Nc1c2c(nn1-c1ccccc1)CSC2	4	5	-6.4	-1	12	/	-2.1	-1	-10
O=C(CCc1nnc(CCCc2ccccc2)o1)NC(C1CC1)C1CC1	2	3	-3.2	3	-10	10	-2.4	-20	-1
Cn1ccnc1C(=O)c1cccc([N+](=O)[O-])c1	2	-6	-1.3	1	4	-5	1.1	3	-3
CC(=O)Nc1ccc(S(=O)(=O)N2CCN(Cc3cccs3)CC2)cc1	4	0	-2.0	6	-11	-3	-1.5	-2	7
CC(C)CNC(=O)c1nc(-c2ccccc2)n(-c2ccccc2)n1	0	2	0.9	5	-4	-4	-2.2	-28	2
CCc1c(C)sc(NC(=O)c2cnn3cccnc23)c1C#N	-5	-4	-0.9	-1	5	-10	-3.0	-2	-9
Cc1ccc(S(=O)(=O)N2CCCC(C(=O)NCCCN3CCCCC3C)C2)cc1 (configuration not stated)	-7	-3	-0.3	-4	-2	-8	-0.5	13	10
COc1ccccc1OC1OC2COC(c3ccco3)OC2C(O)C1NC(C)=O (configuration not stated)	10	-8	0.9	-4	5	0	1.8	-3	6
COc1cccc(CN2CCC(C(=O)N3CCN(c4ccccc4F)CC3)CC2)c1	2	5	-3.4	-3	2	-18	-1.2	1	11
Cc1ccc(C(=O)COc2ccc3ccc(=O)oc3c2)cc1	3	2	-1.5	-2	-2	17	-0.5	-7	-11
O=C(NCc1cccs1)Nc1ccc(Cl)cc1	-1	-4	-4.0	4	1	8	-3.2	-1	-8
O=C(NCCCn1ccnc1)C(=O)NCC1OCCN1S(=O)(=O)c1cc(F)ccc1F (configuration not stated)	5	0	-1.8	7	-7	8	5.5*	-2	7
COc1ccc(S(=O)(=O)N2CCN(C(=O)Nc3ccccc3OC)CC2)cc1	1	-2	-0.3	2	2	-7	-0.1	-24	-30
NC(=O)CC(NC(=O)Cc1cccc2ccccc12)c1ccc(NC2CCCCC2)c([N+](=O)[O-])c1 (configuration not stated)	6	/	/	0	/	48	/	/	-12
CCOc1ccc(CCNC(=O)C2CCN(S(=O)(=O)N3CCC(C)CC3)CC2)cc1OCC	-4	-10	-3.1	0	-3	4	-2.1	-16	-8

The list goes on; the last 4 above are carried over.
SMILES	IDE cell activ	NS3 helicase inh	VIM-2 inh	IDE cell inh	M18AAP inhibitor	SUMO HTRF inh	IMP-1 inh	DNA FID counter	p-CIP stab down
O=C(NCCCn1ccnc1)C(=O)NCC1OCCN1S(=O)(=O)c1cc(F)ccc1F (configuration not stated)	5	0	-1.8	7	-7	8	5.5*	-2	7
COc1ccc(S(=O)(=O)N2CCN(C(=O)Nc3ccccc3OC)CC2)cc1	1	-2	-0.3	2	2	-7	-0.1	-24	-30
NC(=O)CC(NC(=O)Cc1cccc2ccccc12)c1ccc(NC2CCCCC2)c([N+](=O)[O-])c1 (configuration not stated)	6	/	/	0	/	48	/	/	-12
CCOc1ccc(CCNC(=O)C2CCN(S(=O)(=O)N3CCC(C)CC3)CC2)cc1OCC	-4	-10	-3.1	0	-3	4	-2.1	-16	-8
O=C(NCCN1CCCCCC1)c1ccc(CS(=O)(=O)c2ccc(Br)cc2)o1	-5	-15	-4.9	2	-1	2	-2.4	5	13
N#Cc1nn(-c2ccccc2)nc1N1CCCCC1	-1	-8	-2.9	1	-2	18	-1.0	3	-8
Nn1c(SCC(=O)NC(=O)NCc2ccco2)nnc1-c1ccc(OC(F)F)cc1	2	2	0.4	1	-1	13	-2.8	-8	-14
CCOCC(=O)Nc1cc(C(=O)NCCC(C)C)ccc1Cl	/	0	-4.3	4	3	9	-3.9	3	10
Cc1nn(C)c(C)c1NC(=O)CSc1nc(Cc2ccccc2)nc2c1cnn2-c1ccccc1	3	0	-3.6	3	4	/	-2.8	-1	/
CCN(CC)C(=O)c1ccccc1NC(=O)c1ccccc1	5	3	-1.1	-3	-7	10	0.0	-3	7
O=C(CSc1nnnn1C1CCCCC1)N1CCCC1	3	-8	0.0	9	-10	3	0.5	1	-10
CN(C)CCCn1c(SCC(=O)Nc2nccs2)nnc1-c1ccncc1	2	14	-0.6	-2	3	-4	0.6	-2	12
CC1(C)CC(NC(=O)Cc2ccccc2[N+](=O)[O-])CC(C)(C)N1	4	3	-2.5	5	3	5	-4.9	7	7
Cc1ccccc1NC(=O)C1CCCN1S(=O)(=O)c1ccc2c(c1)n(C)c(=O)c(=O)n2C (configuration not stated)	6	1	-2.0	-3	0	12	-1.1	-6	-7
C/C(N)=C(/C#N)C(=O)COC(=O)C1CSC2(c3ccc(F)cc3)CCC(=O)N12 (configuration not stated)	2	-5	-1.3	3	-1	-26	-1.3	-20	-1
COc1ccc(-c2[nH]ncc2-c2cnc(C)s2)c(O)c1	2	-1	-4.2	0	13	-8	-4.8	-11	0
COc1cccc(NC2=C(Cl)C(=O)OC2OC(=O)c2ccco2)c1 (configuration not stated)	5	6	-0.8	-7	-7	5	-2.4	-4	2
CCOc1ccccc1NC(=O)COC(=O)CSc1ccc(Cl)cc1	1	0	-3.1	0	-9	-5	-4.3	-18	-18
COc1ccccc1NC(=O)CSc1ccc2nnc(-c3ccc(C)cc3)n2n1	6	-10	-1.2	2	1	11	-3.3	-12	-16
NC(=O)CC(NC(=O)c1cccc(Br)c1)c1ccc(N2CCC(N3CCCCC3)CC2)c([N+](=O)[O-])c1 (configuration not stated)	-1	6	-0.5	8	-2	8	-0.5	2	2
C=CCNC(=S)Nc1sc2c(c1C(=O)OCC)CC(C)(CC)OC2 (configuration not stated)	4	9	-3.4	0	0	-28	-4.7	-12	2
COc1cccc(N2CCN(C(=O)c3ccc4nc(N5CCC(C)CC5)sc4c3)CC2)c1	/	-18	-2.8	-1	-3	3	-1.6	-34	-3
Cc1cc(C)c(NC(=O)Nc2ccccc2C)c(Cl)c1	3	5	-3.0	1	-2	8	-2.0	-8	6
CCN(CC)S(=O)(=O)c1ccc2c(c1)NC(=O)C1CCCN21 (configuration not stated)	0	-8	-3.3	2	11	16	-3.2	-14	-1
COc1ccc(C2c3ccc4ccccc4c3Oc3ncn4nc(Cc5ccccc5)nc4c32)cc1OC (configuration not stated)	-1	17	-1.3	3	1	7	-1.0	2	0
CN(C)c1ccc(/C=C2/C(=O)N(c3ccc([N+](=O)[O-])cc3)N=C2N2CCOCC2)cc1	/	5	-1.1	/	2	87*	-2.0	0	-3
O=C(CCCNC(=O)/C(=C\c1ccccc1F)NC(=O)c1ccccc1)OCc1ccccc1	1	-2	-8.0	6	9	-7	-2.7	-28	-13
O=C(NCC1CCN(Cc2ccc(F)cc2)CC1)C1CCCN(c2ncnc3c2nc2n3CCCCC2)C1 (configuration not stated)	2	-16	-1.3	0	7	1	-3.1	7	-7
CCC1(C)COC2(OC1)C(=O)Nc1ccccc12 (configuration not stated)	8	7	-0.5	6	-5	8	-3.0	-1	-5
Nc1ccc(NC(=O)c2ccco2)c(Cl)c1	4	-8	-2.7	2	5	9	-4.7	1	4
O=C(COc1cccc2cccnc12)N1CCc2ccccc21	5	-2	-3.1	1	2	4	2.9	-13	-1
CCC(=O)NC1=C(Nc2ccc(N)cc2)C(=O)c2ccccc2C1=O	-1	13	-3.1	7	11	-26	-5.8	2	-13
Cc1ccccc1Nc1c(F)c(F)c(F)c(F)c1C(=O)O	-1	19	-1.6	4	-1	16	-1.6	-3	4
COc1ccc(/C(C)=N/Nc2nc(C)c(C(C)=O)s2)cc1	3	2	0.1	2	10	-2	-2.5	-9	-13
O=C(c1nn(-c2ccccc2)c(=O)c2ccccc12)N1CCN(c2ncccn2)CC1	4	4	-1.0	6	3	25	-1.4	-13	-5
CCOC(=O)c1oc2ccccc2c1CN1CCCCC1	5	-3	-2.3	-1	-1	7	-4.5	-1	0
CCOC(=O)c1c(C)nc(SC)c(C#N)c1-c1ccccc1	-3	-7	-2.1	0	0	-12	-5.0	-8	-10
CS(=O)(=O)N(CC(N)=O)Cc1ccc(Cl)cc1	2	3	-2.4	-4	0	7	-7.1	0	5

The order is random. About 3.6% of those tested had a hit in this group.
